Screening data (PubChem)
DTT redox prof = compounds producing H2O2 with reducing agent – biochemical, NIH compound library profiling, artefact control for MLSCN library redox annotation, primary screen | DTT-dependent redox cycling H2O2, phenol red/HRP absorbance; 100% = 100 µM peroxide control, 0% = buffer | activation, % at 10 µM | hit rate 0.03% among 200,000 | AID 878, 2007;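 active = activation of at least 50% relative to the plate's high and low controls in the primary single-dose screen; inactive = activation below 50%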;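 also: compound incubated with DTT at 0.8 mM final as the reducing agent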
APP 5UTR inh = inhibitors of APP translation via 5'UTR reporter, primary screen, APP 5'UTR luciferase, SH-SY5Y cells | SH-SY5Y APP 5'UTR-luciferase reporter, luminescence | inhibition, % at 2 µM | hit rate 0.82% among 190,000 | AID 1285, 2008;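 active = inhibition above a set limit, derived from the sample mean plus 3 SD, cut at about 45% in these data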; also: values of inactives mirror those of a sister screen read the other way
FLuc act counter = FLuc activators, initial screening, artefact control for FLuc-dependent activation tests, biochemical, ATPlite luminescence; Luciferin 4-monooxygenase (Photinus pyralis), P08659; ATPlite luciferase biochemical, 10 min; 0 = ATP-free wells, 1 = DMSO control; activation factor at 10 µM; 200,000 tested, under 10 active; AID 1027, 2008;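 active = luciferase activation factor, scaled between plate controls, of at least 2 with compound at 10 µM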
Target sequence (P08659 whole entry, looked up): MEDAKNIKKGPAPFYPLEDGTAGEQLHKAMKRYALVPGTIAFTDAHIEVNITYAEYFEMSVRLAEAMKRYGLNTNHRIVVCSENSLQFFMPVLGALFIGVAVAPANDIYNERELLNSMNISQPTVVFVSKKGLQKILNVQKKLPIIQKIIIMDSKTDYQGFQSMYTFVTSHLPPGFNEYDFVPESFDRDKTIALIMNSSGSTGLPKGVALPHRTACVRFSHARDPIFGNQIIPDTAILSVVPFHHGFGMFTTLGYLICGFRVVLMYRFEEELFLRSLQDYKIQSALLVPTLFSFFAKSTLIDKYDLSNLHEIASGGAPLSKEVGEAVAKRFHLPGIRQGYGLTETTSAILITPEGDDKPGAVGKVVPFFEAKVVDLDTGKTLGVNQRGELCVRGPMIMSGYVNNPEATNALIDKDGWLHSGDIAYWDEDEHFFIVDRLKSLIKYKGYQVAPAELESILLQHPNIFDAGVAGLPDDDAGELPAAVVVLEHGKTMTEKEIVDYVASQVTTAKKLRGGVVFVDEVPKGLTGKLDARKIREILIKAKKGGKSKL
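Assay system – cell-free luciferase reagent · Medium – PBS-based ATP solution · Dosing – test compounds dosed from 2 mM stocks in 100% DMSO · Timing – 10 min, room temperature · Technique – light output (luminescence) · Measure – luminescence gain marking luciferase activators · Controls – No-ATP low control, compound-free enzyme-plus-ATP high control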
G6PDH CS = L. mesenteroides G6PDH inhibitors, counter-screen for G6PDH-coupled screening assays, biochemical, Leuconostoc mesenteroides enzyme | glucose-6-phosphate dehydrogenase [Leuconostoc mesenteroides] | Purified L. mesenteroides G6PDH, diaphorase/resazurin coupled fluorescence, 45 min | inhibition, % at 5 µM | hit rate 0.12% among 200,000; in the data active = inhibition above about 50%
FLuc inh counter = firefly luciferase enzyme inhibitors, primary screen, artefact control for luciferase-based inhibitor screens, biochemical, luminescence, ATPLite | Luciferin 4-monooxygenase (Photinus pyralis), P08659 | 10 min | inhibition, % at 10 µM | hit rate 1.5% among 200,000 | AID 1006, 2008;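 active = inhibition above about 50% when tested at 10 µM, limit read from the data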
STAT1 act = STAT1 signaling activators, primary screen, cell-based, HTS, luciferase reporter; NIH 3T3 STAT1-luciferase reporter, IFN-gamma, luminescence; 100% = IFN-gamma alone, no compound; activation (% of control), % at 5.5 µM; AID 932, 2007; hit rate 2.6% among 200,000;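 active = activation above the screen-wide mean activation plus 3 SD, cut at about 130% in these data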;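 also: raw ratio to IFN-gamma control signal so 100% means no change and 0% no light; values of inactives mirror those of a sister screen read the other way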
HMGR II inh = inhibitors of E. faecalis class II HMGR, primary screen, biochemical, Enterococcus faecalis; purified E. faecalis HMGR, NADPH absorbance 340 nm kinetic; inhibition, % at 10 µM; hit rate 0.41% among 190,000;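 active = inhibition above a set limit, the median over all tested compounds plus 3 SD, cut at about 9.5% in these data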;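 also: enzyme runs in reverse so mevalonate oxidation gives rising NADPH absorbance; 0% = complete reaction with DMSO and 100% = background rate lacking mevalonate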
Hsp70 act = Hsp70 transcriptional activators, primary screen, cell-based, HeLa, Hsp70 promoter luciferase, luminescence, 10 µM; HeLa Hsp70 promoter luciferase reporter; scaled: vehicle 0, proteasome-inhibitor control 100%; activation, % at 10 µM; hit rate 0.04% among 200,000;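 active = activation above the mean across all tested compounds plus 3 SD, cutoff set per campaign, cut at about 5.5% in these data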;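 also: 100% = MG132 at 30 µM as the positive control and 0% = DMSO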
APP 5'UTR act = activators of APP 5'UTR luciferase reporter, primary screen, SH-SY5Y cells; SH-SY5Y APP 5'UTR luciferase reporter, luminescence; zero percent = DMSO vehicle wells; activation, % at 2 µM; hit rate 1% among 190,000;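 active = activation above a set limit, based on mean plus 3 SD of controls, cut at about 140% in these data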; also: values of inactives mirror those of a sister screen read the other way
NF-kB neuron act = activators of NF-kB expression in neurons, primary screen, cell-based, HTS; human neuronal cells, NF-kB reporter expression; stronger effect = higher value; fold change at 12.5 µM; hit rate 1.6% among 190,000; in the data active = fold change above about 3.3
The depositor's hits bear a star; · = no result given.

Each structure is followed by: STAT1 act	FLuc inh counter	G6PDH CS	APP 5'UTR act	Hsp70 act	NF-kB neuron act	DTT redox prof	HMGR II inh	FLuc act counter	APP 5UTR inh
O=C(O)c1cccc(-n2cccc2/C=N/O)c1
    99	-6	4	13	-0.2	1.2	3.2	0	1.1	-13
CCC(C)(C#CCN1CCCCC1)OC(C)=O (stereo unspecified)
    105	-1	12	31	-0.1	1	0.5	1	1	-31
O=C(O)c1cccnc1SCc1cn2cc(Br)ccc2n1
    98	10	-2	35	0.2	1	-0.3	-3	0.9	-35
CC(C)C(NC(=O)C1CCCCC1)C(=O)N1CCN(c2ccc(F)cc2)CC1 (stereo unspecified)
    100	-6	8	-6	0.0	0.81	-3.7	4	1.1	6
Cc1cccc(S(=O)(=O)NCCC(=O)OCC(=O)Nc2ccc(C#N)cc2)c1
    107	-1	1	0	-0.3	1.1	-0.1	5	1	0
COc1ccc(OC)c(/C=C(\NC(=O)c2ccccc2)C(=O)N/N=C/c2ccc(C)s2)c1
    95	-10	8	1	-0.2	1.1	-4.7	-7	1.1	-1
c1ccc(CCn2nnnc2C(c2cccnc2)N2CCOCC2)cc1 (stereo unspecified)
    100	-2	1	-8	0.1	1.1	-2.1	-9	1	8
CN1CCN(C(=O)CCc2ncc(C(F)(F)F)cc2Cl)CC1
    100	-5	-6	0	0.0	1.3	-0.1	-2	1.1	0
O=C(CCC1CCCCC1)NCCN1C2=NC[C@H](Cc3ccccc3)N2C[C@H]1Cc1ccc(O)cc1
    104	-5	5	-10	-0.2	1.1	0.5	-3	1	10
CC(C)Oc1ccc(C(CC(=O)O)NC(=O)CSc2ncn[nH]2)cc1 (stereo unspecified)
    106	-7	5	1	-0.3	0.99	3.6	-7	1.1	-1
O=C(COc1ccc(Cl)cc1)Nc1c(-c2cccs2)nc2ccccn12
    104	-1	4	2	-0.4	0.96	0.5	-7	1	-2
NC(=O)NCC1CC1
    105	-6	3	1	0.7	0.99	-0.9	0	1.1	-1
COc1ccc(S(=O)(=O)N2CCCCC2C(=O)O)cc1OC (stereo unspecified)
    92	-7	4	2	-0.1	0.95	-1.2	-4	1.1	-2
Cc1ccc(C2(c3noc(CN(C)CCCN4CCOCC4)n3)CCCC2)cc1
    101	-5	4	4	-0.3	0.82	-0.7	-3	1.1	-4
COc1ccc(C(=O)Nc2ncc(C)s2)cc1S(=O)(=O)N1CCCC1
    94	0	5	13	-0.2	1.4	0.1	-5	1	-13
COCCCN(Cc1ccccn1)S(=O)(=O)Cc1ccccc1
    99	-10	4	-6	-0.3	1.1	0.9	1	1.1	6
CCC(C)n1c(SCc2ccc([N+](=O)[O-])cc2)nc2ccsc2c1=O (stereo unspecified)
    86	-8	-10	-15	-0.4	0.94	0.1	-4	1.1	15
CCOC(=O)N1CCN(C(=O)c2ccccc2NC(=O)COc2ccccc2C)CC1
    101	-8	-6	10	-0.1	0.48	-0.6	0	1.1	-10
COC(=O)c1ccccc1NC(=S)NC(=O)COc1ccc(C(C)C)cc1
    106	-5	7	15	-0.2	1.1	0.4	-3	1	-14
CC1CC(C)CN(CCCNC(=O)C2CCN(S(=O)(=O)N3CCCCC3)CC2)C1 (stereo unspecified)
    99	-6	5	9	-0.5	1.2	-0.6	-5	1.1	-9
O=C(c1cc(-c2ccncc2)nc2ccccc12)N1CCN(c2ccc(N3CCOCC3)nn2)CC1
    102	19	6	24	0.1	0.65	1.3	-9	0.8	-24
CCc1ccc(-c2c(C)sc(NC(=O)C3CCC3)c2C#N)cc1
    95	-4	-6	9	-0.4	0.97	0.3	0	1	-9
Cc1c(N/C(=N/S(=O)(=O)c2ccc(F)cc2)c2ccccc2)c(=O)n(-c2ccccc2)n1C
    92	-5	0	19	0.1	0.91	0.6	1	1.1	-19
C=CCOC(=O)C1=C[C@@H](c2ccc(Br)cc2)[C@H](CCCO)[C@@H](OCC)O1
    93	0	19	3	0.0	1.1	0.1	1	1	-3
CCN(CC)S(=O)(=O)c1ccc(C(=O)Nc2cc(C)cc(C)c2)cc1
    96	-6	3	8	-0.4	0.72	-4.8	0	1.1	-8
CC(C)(C)NC(=O)C(c1ccncc1)N(C(=O)Cn1nnc(-c2ccc(F)cc2)n1)c1ccccc1F (stereo unspecified)
    99	-7	3	-14	0.3	1.4	-0.6	0	1.1	14
Cc1c(N(C)C(=O)c2ccc3c(c2)OCO3)c(=O)n(-c2ccccc2)n1C
    104	-5	8	-1	0.3	1.3	0.8	-2	1.1	1
CCOC(=O)N1CCN(S(=O)(=O)c2ccc3c(c2)SCC(=O)N3)CC1
    92	-5	-8	7	-0.3	0.97	0.0	1	1	-7
O=C(CSc1nnc(CCc2ccccc2)n1-c1ccc(Cl)cc1)c1ccccc1
    95	-7	-20	-12	0.1	0.94	0.5	0	1.1	12
Cc1ccc(-c2csc(NC(=O)CN3C(=O)CCC3=O)n2)cc1
    102	-4	2	4	-0.1	1.2	10	-4	1	-4

Exported field by field: part of the list above
> CC(C)(C)NC(=O)C(c1ccncc1)N(C(=O)Cn1nnc(-c2ccc(F)cc2)n1)c1ccccc1F (stereo unspecified)
  STAT1 act: 99 | FLuc inh counter: -7 | G6PDH CS: 3 | APP 5'UTR act: -14 | Hsp70 act: 0.3 | NF-kB neuron act: 1.4 | DTT redox prof: -0.6 | HMGR II inh: 0 | FLuc act counter: 1.1 | APP 5UTR inh: 14
> Cc1c(N(C)C(=O)c2ccc3c(c2)OCO3)c(=O)n(-c2ccccc2)n1C
  STAT1 act: 104 | FLuc inh counter: -5 | G6PDH CS: 8 | APP 5'UTR act: -1 | Hsp70 act: 0.3 | NF-kB neuron act: 1.3 | DTT redox prof: 0.8 | HMGR II inh: -2 | FLuc act counter: 1.1 | APP 5UTR inh: 1

(listing goes on)
Each structure is followed by: STAT1 act	FLuc inh counter	G6PDH CS	APP 5'UTR act	Hsp70 act	NF-kB neuron act	DTT redox prof	HMGR II inh	FLuc act counter	APP 5UTR inh
COc1ccc(/C=C(\C#N)C(=O)NC2CCS(=O)(=O)C2)cc1OC (stereo unspecified)
    98	-8	-8	-2	-0.2	1	-0.1	-3	1.1	2
CC(C)CCNS(=O)(=O)c1ccc(-c2ccc(S(=O)(=O)NCCC(C)C)cc2)cc1
    100	-6	9	9	-0.3	1	0.3	-1	1.1	-9
c1coc(-c2ccnc3ncnn23)c1
    101	1	14	-2	-0.3	1.3	8.3	-4	1	2
CCOCCCn1c(SCC(=O)NC(C)C)nc2ccccc2c1=O
    107	-9	11	-2	0.0	1.1	1.9	-4	1.1	2
O=C(NCCCN1CCN(c2ccc(F)cc2)CC1)c1cccc(N2CCCC2=O)c1
    92	-4	-28	5	-0.3	1.1	1.9	0	1	-4
Cn1c(CNc2cccc(C(F)(F)F)c2)n[nH]c1=S
    107	-3	8	7	-0.5	1.1	-1.2	-5	1	-7
CN(CCNC(=O)CN1C(=O)CSc2ccc(S(=O)(=O)N3CCCC3)cc21)Cc1ccccc1
    93	-5	8	-3	-0.2	1.4	-0.4	1	1.1	3
CCN1CCN(c2c(Cl)cccc2NC(=O)c2ccc([N+](=O)[O-])cc2)CC1
    101	-6	-2	-6	0.1	0.93	-0.1	-10	1.1	6
COc1ccc(C2NC(=O)NC(O)(C(F)(F)F)C2C(=O)c2ccc(F)cc2)cc1 (stereo unspecified)
    102	-8	-8	-2	-0.1	1.2	-0.7	-9	1.1	2
COc1ccc(CN(CC2CCCO2)S(=O)(=O)c2ccc(-n3cnnn3)c(OC)c2)cc1 (stereo unspecified)
    100	-4	10	5	-0.3	0.86	0.0	-3	1	-5
O=C(NCc1nc2ccccc2[nH]1)C1=C[C@@H](c2ccccc2)C[C@@H](OCc2ccc(CO)cc2)O1
    106	-2	8	9	-0.1	0.57	-0.2	0	1	-9
Cc1c(O)c2c(=O)n(-c3ccccc3)c(-c3ccccc3)cc2oc1=O
    107	-5	-7	2	0.1	1.1	0.0	-2	1.1	-2
CCOc1ccc(C2C=C(c3ccc(C)cc3)Nc3ncnn32)cc1 (stereo unspecified)
    128	-5	-1	9	0.0	0.87	-0.9	-3	1	-9
CCCCOC(=O)C1[C@H]2C(=O)N(c3ccccc3CC)C[C@]23C=C[C@H]1O3 (stereo partly specified)
    94	0	5	-7	-0.1	1.1	1.7	-2	1	7
CN(C)S(=O)(=O)c1ccc(C(=O)NCc2ccccn2)cc1
    109	-8	7	3	-0.2	0.83	-1.7	-4	1.1	-2
O=C(Cn1cc2c(n1)CCCC2)NCc1ccccn1
    112	-3	16	-20	-0.3	1.1	-1.3	3	1	20
O=C(c1ccccc1)c1ccc(OCC(O)CN2CCOCC2)cc1 (stereo unspecified)
    100	·	·	-4	-0.3	·	-0.8	·	·	4
Cc1ccccc1N(CC(=O)N/N=C/c1ccc(Cl)cc1)C(=O)c1ccccc1
    107	-2	5	-19	-0.2	0.77	-1.5	0	1	19
Cc1ccc(CCNC(=O)CN2C(=O)COc3ccccc32)cc1
    102	-7	-1	-12	0.1	0.96	-2.1	4	1.1	12
COc1cc(C)nc(N(C)S(=O)(=O)c2ccccc2Cl)n1
    95	-5	0	-8	-0.2	0.79	2.1	0	1	8
Cc1cccc(NC(=O)/C(=C\c2ccco2)NC(=O)c2ccccc2)c1
    93	-3	10	9	-0.3	1.2	0.5	0	1	-10
Cc1ccc(C(=O)O)cc1NC(=S)NC(=O)c1ccc(-c2ccccc2)cc1
    101	86*	7	31	0.6	1.2	-0.5	1	0.1	-30
O=C(N/N=C/c1ccco1)C12CC3CC(CC(C3)C1)C2
    106	25	4	-9	-0.2	1.2	-1.1	-5	0.8	9
CCN(CC)S(=O)(=O)c1ccc2oc(C(=O)Nc3ccc(OC)cc3OC)c(C)c2c1
    101	-6	2	12	0.2	0.78	1.5	-3	1.1	-12
Cc1ccc(NC2=C(Cl)C(=O)OC2OC(=O)c2ccccc2)c(C)c1 (stereo unspecified)
    96	1	6	-7	-0.2	1.1	-0.2	1	1	7
O=C(NCc1ccco1)c1cccc2c1C(=O)N(C1CCCCC1)C2
    94	-7	9	10	-0.2	1.1	-0.1	-5	1.1	-10
O=C(/C=C\Nc1ccccn1)c1ccccc1
    59	89*	1	157*	-0.2	3.5*	-0.5	-10	0.1	-157
Cc1cc(=O)oc(C)c1C(=O)NCCN1CCOCC1
    93	-4	10	-4	-0.5	1.1	-1.8	-6	1	4
NCCSC1CC(=O)N(Cc2ccc(F)cc2)C1=O (stereo unspecified)
    96	-6	-3	5	-0.2	1.3	3.4	10*	1.1	-5
COc1ccccc1N1CCN(C(=O)CN(c2cc(C)cc(C)c2)S(C)(=O)=O)CC1
    118	-12	3	8	0.0	1	1.8	1	1.1	-8
COc1ccc(N(C(=O)c2ccco2)C(C(=O)NC2CCCCC2)c2ccccc2)cc1 (stereo unspecified)
    101	·	·	7	-0.5	1.3	0.0	0	·	-6
COc1ccc(C2C(C(=O)Nc3ccccc3OC)=C(C)Nc3nnnn32)c(OC)c1 (stereo unspecified)
    102	-10	8	-13	-0.4	0.98	1.7	1	1.1	13
